# High-throughput results from PubChem.
# ROCK2 inh: inhibitors of human Rho kinase 2; O75116; purified ROCK2, Kinase-Glo ATP depletion luminescence; inhibition, % at 6 µM; 60,000 tested, 0.35% active; AID 604;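 active means inhibition above the screen-wide mean inhibition plus 3 SD, cut at about 18% in these data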;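 further: plate controls were DMSO wells for no effect and Y-27632 control wells after no-enzyme background subtraction for full effect; many of its hits are not listed in these tables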
# Target sequence (O75116 whole entry, looked up): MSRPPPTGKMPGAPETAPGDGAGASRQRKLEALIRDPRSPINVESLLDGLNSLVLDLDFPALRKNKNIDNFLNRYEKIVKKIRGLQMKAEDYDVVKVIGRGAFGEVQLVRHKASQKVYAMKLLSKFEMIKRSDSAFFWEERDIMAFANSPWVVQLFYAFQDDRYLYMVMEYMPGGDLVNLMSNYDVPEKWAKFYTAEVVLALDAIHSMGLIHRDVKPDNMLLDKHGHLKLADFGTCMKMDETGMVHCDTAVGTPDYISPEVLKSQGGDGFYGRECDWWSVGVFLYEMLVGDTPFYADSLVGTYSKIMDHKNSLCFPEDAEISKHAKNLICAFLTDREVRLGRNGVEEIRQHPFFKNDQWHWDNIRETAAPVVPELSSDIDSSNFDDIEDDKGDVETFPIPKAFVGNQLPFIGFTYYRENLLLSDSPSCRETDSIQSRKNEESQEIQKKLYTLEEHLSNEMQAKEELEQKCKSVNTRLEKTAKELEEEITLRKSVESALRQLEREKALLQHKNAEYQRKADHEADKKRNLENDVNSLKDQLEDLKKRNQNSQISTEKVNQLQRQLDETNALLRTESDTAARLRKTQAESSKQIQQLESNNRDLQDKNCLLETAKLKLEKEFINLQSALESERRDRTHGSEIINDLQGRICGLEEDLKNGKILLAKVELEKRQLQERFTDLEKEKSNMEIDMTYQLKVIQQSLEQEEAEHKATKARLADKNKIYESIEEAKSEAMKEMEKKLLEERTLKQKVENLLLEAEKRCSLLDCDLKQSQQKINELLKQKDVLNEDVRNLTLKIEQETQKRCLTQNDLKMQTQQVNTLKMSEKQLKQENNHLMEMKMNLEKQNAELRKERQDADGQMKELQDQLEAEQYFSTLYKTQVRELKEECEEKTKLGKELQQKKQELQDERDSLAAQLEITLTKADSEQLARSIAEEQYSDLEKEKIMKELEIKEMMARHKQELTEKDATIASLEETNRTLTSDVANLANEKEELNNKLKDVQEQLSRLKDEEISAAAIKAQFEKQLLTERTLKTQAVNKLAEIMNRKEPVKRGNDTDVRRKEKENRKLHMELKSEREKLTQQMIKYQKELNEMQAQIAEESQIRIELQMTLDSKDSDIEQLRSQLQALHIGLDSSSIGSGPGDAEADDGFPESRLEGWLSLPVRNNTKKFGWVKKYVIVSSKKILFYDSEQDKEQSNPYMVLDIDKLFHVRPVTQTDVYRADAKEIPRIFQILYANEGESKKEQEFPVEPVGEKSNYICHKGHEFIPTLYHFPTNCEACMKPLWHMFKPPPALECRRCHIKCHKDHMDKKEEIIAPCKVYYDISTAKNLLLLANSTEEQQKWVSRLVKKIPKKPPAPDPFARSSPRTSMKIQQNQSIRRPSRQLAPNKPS
# PKA kinase inh: PKA (human) kinase inhibition | 65,000 tested, 0.1% active | inhibition, % at 6 µM | PKA Kemptide phosphorylation, Kinase-Glo ATP luminescence | AID 524;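 active means inhibition above the screen-wide mean inhibition plus 3 SD, cut at about 21% in these data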; further: many of its hits are not listed in these tables
# Fluor 339 460: intrinsic fluorescence of library compounds, ex339/em460 – biochemical, MLSMR library, data from DPM-DC assay, artefact control, profiling panel; compound autofluorescence, ex339/em460 nm, NADH buffer; stronger effect = higher value; 1 = no-compound wells, NADH background; fluorescence fold increase at 10 µM; 65,000 tested, 5.5% active; AID 709;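 active means at 10 µM, mean starting fluorescence two-fold or more over control wells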;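 further: signal is the first read of a kinetic run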
# tolC growth inh: blocks growth of E. coli BW25113 tolC mutant. 65,000 tested, 2.2% active. AID 573. OD615. growth inhibition, % at 10 µM (by protocol);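 active means growth inhibition at or above a cutoff equal to the mean over every tested compound plus 3 SD, cut at about 60% in these data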;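 further: growth measured after 20 h incubation at 37 °C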
#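 signal = optical density read at 615 nm | test system = E. coli ΔtolC::kan strain BW25113 | timing = 20 h compound exposure of bacteria at 37 °C | buffer or medium = LB medium plus 50 µg/mL kanamycin | compound dosing = 10 µM final, single dose | evaluation = % inhibition of E. coli growth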
# HEK293 NFkB inh: inhibitors of the PMA/ionomycin-induced NF-kB reporter in HEK293 cells | HEK-293 NF-kB luciferase reporter, luminescence | AID 465 | inhibition, % at 3 µM | 62,000 tested, 0.21% active;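 active means inhibition above the mean of all tested compounds plus 3 SD, cut at about 40% in these data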;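 further: 0% = stimulated DMSO wells and 100% = 10 µM reference inhibitor 5653914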
#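 Reagent: PMA plus ionomycin mix as NF-kB-activating stimulus. Assay system: NF-kB luciferase reporter HEK-293 cells. Technique: luminescence from luciferase substrate reagent. Incubation: 1 h compound pre-incubation, 16 h PMA/ionomycin at 37 °C. Benchmarks: DMSO only as uninhibited control, 10 µM reference inhibitor as full inhibition. Repeats: tested once.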
# MMP-13 inhibitor: MMP13 (human) collagenase inhibition. P45452. MMP-13 fTHP FRET cleavage, Mca fluorescence. inhibition, % at 4 µM. 65,000 tested, 0.07% active. AID 570;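 active means inhibition above the mean of compound-free control plate wells plus 3 SD, cut at about 14% in these data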;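 further: 0% = DMSO wells and 100% = wells with reference MMP-13 inhibitor after basal subtraction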
# JNK3 blocker: inhibitors of human JNK3 kinase; inhibition, % at 8 µM; P53779; AID 746; 60,000 tested, 0.61% active; purified JNK3 kinase activity, HTS; in the data active means inhibition above about 17%;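 further: 0% = DMSO and 100% = reference inhibitor; many of its hits are not listed in these tables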
# NADH coupling: blocks coupling enzymes of NAD/NADH assays; 65,000 tested, 0.02% active; AID 774; IC50, µM (doses to about 10 µM), for the others: top-dose inhibition; coupled PK/LDH NADH assays, four targets;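 active means single-dose screening hits from any of four coupled enzyme assays that gave an IC50 when retested across doses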;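 further: the DPM-DC format reads NADH fluorescence rather than 340 nm absorbance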
# A340 absorber: absorbance at 340 nm; compound absorbance at 340 nm, fold over control; 65,000 tested, under 10 active; fold change at 10 µM;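 active means at 10 µM dose, initial 340 nm absorbance at least 2 fold that of control wells; inactive means change under 2 fold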;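 further: initial absorbance extrapolated from kinetic A340 decline of NADH oxidation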
# Numbers without * were called inactive; / = not tested or not shown; [ ] = another dose, or the depositor's remark.
# Letters: A = ROCK2 inh; B = PKA kinase inh; C = Fluor 339 460; D = tolC growth inh; E = HEK293 NFkB inh; F = MMP-13 inhibitor; G = JNK3 blocker; H = NADH coupling; I = A340 absorber
1) CCC(CC)n1[nH]c(=O)c2c(C)cc(C)nc21
  A: / | B: 6 | C: 1.1 | D: -2 | E: 7 | F: 5 | G: / | H: 4% | I: 1
2) CCOC(=O)C1CCCN(CC(O)COc2ccc(OC)cc2C(C)(C)C)C1 (stereo unspecified)
  A: -1 | B: -4 | C: 1.1 | D: 8 | E: 21 | F: -2 | G: 5 | H: 15% | I: 1.1
3) CCOc1ccc2cc(C#N)c(SCC(=O)N3CCC(C)CC3)nc2c1
  A: 5 | B: 3 | C: 2.5* | D: 14 | E: 0 | F: -6 | G: -1 | H: 6%[may fluoresce] | I: 1
4) CCn1c2ccccc2c2nc3ccccc3nc21
  A: 5 | B: -1 | C: 2 | D: 35 | E: -2 | F: -8 | G: 4 | H: 3%[fluoresces] | I: 1.1
5) Cc1ccccc1-n1c(=O)c2ccccc2n2c(=O)[nH]nc12
  A: -1 | B: 0 | C: 1.2 | D: -6 | E: 12 | F: -4 | G: 8 | H: 1% | I: 1
6) CS(=O)(=O)Nc1ccccc1C(=O)c1ccccc1
  A: 5 | B: 13 | C: 1.1 | D: -4 | E: 2 | F: 4 | G: 0 | H: 7% | I: 1
7) CC1CCN(C(=O)Cn2c(SCC(=O)Nc3nccs3)nc3ccccc32)CC1
  A: -1 | B: -2 | C: 1.2 | D: 22 | E: 29 | F: -6 | G: -1 | H: 4% | I: 1
8) O=C(NCc1cccnc1)c1cn(CCc2ccccc2)nn1
  A: 3 | B: 13 | C: 1.1 | D: -9 | E: 20 | F: -4 | G: -1 | H: 7% | I: 0.98
9) N#Cc1nc(-c2ccc(F)cc2)oc1NCc1ccccc1
  A: 2 | B: 11 | C: 2.2* | D: 7 | E: 0 | F: -106[fluorescence artefact?] | G: 1 | H: 1%[fluoresces] | I: 1.1
10) O=C(Nn1cnnc1)C(Sc1ccccc1)c1ccccc1 (stereo unspecified)
  A: 2 | B: 14 | C: 1 | D: -5 | E: -3 | F: 3 | G: 0 | H: 8% | I: 0.97
11) CCCCOc1cc(=O)[nH]c(=O)[nH]1
  A: 1 | B: -3 | C: 1 | D: -4 | E: 5 | F: -4 | G: 2 | H: 11% | I: 1
12) c1ccc(-c2oc3ncnc(NCCCN4CCOCC4)c3c2-c2ccccc2)cc1
  A: 5 | B: 2 | C: 3.8* | D: 29 | E: 17 | F: -102[fluorescence artefact?] | G: 3 | H: 12%[fluoresces] | I: 1.1
13) CCCc1[nH]nc2c1C(c1cc(OC)cc(OC)c1)C(C#N)=C(N)O2 (stereo unspecified)
  A: / | B: 10 | C: 1 | D: -5 | E: 16 | F: 0 | G: / | H: 2% | I: 1.1
14) CC(=O)c1sc2nc(=O)c(C)nn2c1C
  A: 3 | B: 5 | C: 1.2 | D: -27 | E: 8 | F: -4 | G: 2 | H: 6% | I: 1
15) CCOC(=O)c1[nH]c(C)c(C)c1C
  A: 1 | B: 2 | C: 1.1 | D: -11 | E: 9 | F: -2 | G: 9 | H: 4% | I: 1
16) CCOC(=O)c1ccc2c(c1)nc(C1CCN(S(=O)(=O)c3cccs3)CC1)n2CC
  A: -10 | B: 5 | C: 1.1 | D: 23 | E: 5 | F: -2 | G: -2 | H: 6% | I: 0.98
17) Nc1nc(-c2cccc(NS(=O)(=O)c3ccccc3)c2)cs1
  A: -2 | B: -4 | C: 1 | D: 24 | E: 16 | F: 2 | G: -6 | H: 1% | I: 0.99
18) C=CCOc1ccc(/C(O)=C2/C(=O)C(=O)N(CCCn3ccnc3)C2c2cccs2)cc1 (stereo unspecified)
  A: 7 | B: 7 | C: 1 | D: 20 | E: -10 | F: 1 | G: 4 | H: 7% | I: 1.1
19) CCOc1ccc(NC(=O)c2ccc(N)cc2)cc1
  A: -7 | B: 1 | C: 1.1 | D: -3 | E: 4 | F: 1 | G: -8 | H: 5% | I: 1.1
20) Cc1cc(C)c2c(N)c(C(=O)c3ccccc3)oc2n1
  A: -13 | B: 1 | C: 1.1 | D: 6 | E: / | F: -8 | G: 1 | H: 1% | I: 1
21) CN1C(=O)CSc2ccc(NC(=O)NCc3ccco3)cc21
  A: / | B: 2 | C: 1 | D: 3 | E: 15 | F: 4 | G: / | H: 5% | I: 1
22) CC(C)(C)OC(=O)N1CCC(C(=O)N[C@H](Cc2ccccc2)C(=O)O)CC1
  A: 2 | B: 3 | C: 1 | D: -11 | E: -4 | F: -2 | G: -7 | H: 6% | I: 0.96
23) O=C(CSC1=NC(=O)C(Cc2ccccc2)C(=O)N1)NC1CCCCC1 (stereo unspecified)
  A: -7 | B: -6 | C: 1 | D: -17 | E: 17 | F: -7 | G: 0 | H: 1% | I: 1
24) CC(=O)c1cccc(NC(=O)C2CCN(S(C)(=O)=O)CC2)c1
  A: -1 | B: 6 | C: 1.1 | D: -14 | E: 11 | F: 4 | G: 2 | H: 3% | I: 1.1
25) CCCn1c(SCCN2C(=O)c3ccccc3C2=O)n[nH]c1=O
  A: 5 | B: 4 | C: 1.1 | D: -9 | E: 19 | F: 6 | G: -1 | H: 3% | I: 1
26) COc1ccc(N2CCN(C(CNS(=O)(=O)c3cc(F)ccc3F)c3cccnc3)CC2)cc1 (stereo unspecified)
  A: / | B: 6 | C: 1.1 | D: 9 | E: -9 | F: -2 | G: / | H: 8% | I: 1
27) CCOc1cccc(C(=O)Nc2ccccc2OC(F)F)c1
  A: 5 | B: 12 | C: 1.1 | D: 2 | E: 14 | F: 4 | G: 5 | H: 5% | I: 1
28) CC(NC(=O)COc1ccccc1)C(c1ccccc1)N1CCN(C)CC1 (stereo unspecified)
  A: / | B: -2 | C: 1.1 | D: -15 | E: 23 | F: -1 | G: / | H: 4% | I: 1.1
29) CCOc1ccc(N2CCCn3c2nc2c3c(=O)n(CCc3ccccc3)c(=O)n2C)cc1
  A: / | B: -3 | C: 1.1 | D: -3 | E: 11 | F: 0 | G: / | H: 5% | I: 1
30) Cc1c(Cl)cnc(NC(=O)COC(=O)C(NC(=O)c2ccco2)C(C)C)c1Cl (stereo unspecified)
  A: 6 | B: 9 | C: 1.1 | D: 13 | E: 8 | F: -6 | G: 4 | H: 2% | I: 1

# Structures listed so far with four or more nitrogen atoms, in the order listed:
# Letters: A = ROCK2 inh; B = PKA kinase inh; C = Fluor 339 460; D = tolC growth inh; E = HEK293 NFkB inh; F = MMP-13 inhibitor; G = JNK3 blocker; H = NADH coupling; I = A340 absorber
5) Cc1ccccc1-n1c(=O)c2ccccc2n2c(=O)[nH]nc12
  A: -1 | B: 0 | C: 1.2 | D: -6 | E: 12 | F: -4 | G: 8 | H: 1% | I: 1
7) CC1CCN(C(=O)Cn2c(SCC(=O)Nc3nccs3)nc3ccccc32)CC1
  A: -1 | B: -2 | C: 1.2 | D: 22 | E: 29 | F: -6 | G: -1 | H: 4% | I: 1
8) O=C(NCc1cccnc1)c1cn(CCc2ccccc2)nn1
  A: 3 | B: 13 | C: 1.1 | D: -9 | E: 20 | F: -4 | G: -1 | H: 7% | I: 0.98
10) O=C(Nn1cnnc1)C(Sc1ccccc1)c1ccccc1 (stereo unspecified)
  A: 2 | B: 14 | C: 1 | D: -5 | E: -3 | F: 3 | G: 0 | H: 8% | I: 0.97
12) c1ccc(-c2oc3ncnc(NCCCN4CCOCC4)c3c2-c2ccccc2)cc1
  A: 5 | B: 2 | C: 3.8* | D: 29 | E: 17 | F: -102[fluorescence artefact?] | G: 3 | H: 12%[fluoresces] | I: 1.1
13) CCCc1[nH]nc2c1C(c1cc(OC)cc(OC)c1)C(C#N)=C(N)O2 (stereo unspecified)
  A: / | B: 10 | C: 1 | D: -5 | E: 16 | F: 0 | G: / | H: 2% | I: 1.1
25) CCCn1c(SCCN2C(=O)c3ccccc3C2=O)n[nH]c1=O
  A: 5 | B: 4 | C: 1.1 | D: -9 | E: 19 | F: 6 | G: -1 | H: 3% | I: 1
26) COc1ccc(N2CCN(C(CNS(=O)(=O)c3cc(F)ccc3F)c3cccnc3)CC2)cc1 (stereo unspecified)
  A: / | B: 6 | C: 1.1 | D: 9 | E: -9 | F: -2 | G: / | H: 8% | I: 1
29) CCOc1ccc(N2CCCn3c2nc2c3c(=O)n(CCc3ccccc3)c(=O)n2C)cc1
  A: / | B: -3 | C: 1.1 | D: -3 | E: 11 | F: 0 | G: / | H: 5% | I: 1

# A portion of the library; rates above refer to the full screens.
